High-throughput results (PubChem BioAssay)
TTR transcr act: TTR transcription activation, primary screen | hit rate 1.3% among 92,000 | SH-SY5Y TTR promoter Gaussia luciferase, luminescence; 100% = recombinant luciferase protein wells | activation, % at 16.7 µM;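 active = activation above the mean of all tested compounds plus 3 SD, cut at about 9.5% in these data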;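 note: cells exposed to compounds for one day before reading; 0% = median of all test compound wells on the plate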
* marks the source's active call; other numbers are inactive results.

Compound	TTR transcr act
O=C(NCc1ccncc1)[C@@H]1CCCN1C(=O)[C@H]1CCCN1C(=O)c1cccc(Cl)c1	0.6
COc1ccc(S(=O)(=O)N(C)C[C@H]2Oc3ccc(NC(=O)Cc4ccccc4)cc3C(=O)N([C@H](C)CO)C[C@@H]2C)cc1	-2.1
COc1ccccc1N1CCN(C(=O)CCC(=O)N2CCN(c3ccc(F)cc3)CC2)CC1	-2.7
COC(=O)c1sc(NC(=S)NC(=O)c2cccc(C)c2)nc1C	-1.1
CCn1ccnc1CNC(=O)c1cc(COc2ccc(F)cc2F)on1	0.2
O=C1OCCN/C1=C\C(=O)c1ccc(Cl)cc1	1.4
COc1ccc(Cl)cc1NC(=O)CN(C)C(C)C(=O)NCC1CCCCC1 (stereo not drawn)	-0.8
CCOC(=O)c1cc2c(=O)n3ccccc3nc2n(CCCOC)c1=NC(=O)c1ccncc1	0.8
COc1ccc2[nH]c(C)c(CCN(Cc3cccs3)C(=S)Nc3ccccc3OC)c2c1	-1.7
O=C(NC1CCCC1)c1nc2c(nnn2Cc2cccc(Cl)c2)c(=O)[nH]1	0.2
O=C(Nc1ccc(F)cc1)c1ccccc1	-1.2
Oc1cccc(-c2ccc3nccn3c2)c1	-1.1

Of the compounds above, 7 contain a halogen:
Compound	TTR transcr act
O=C(NCc1ccncc1)[C@@H]1CCCN1C(=O)[C@H]1CCCN1C(=O)c1cccc(Cl)c1	0.6
COc1ccccc1N1CCN(C(=O)CCC(=O)N2CCN(c3ccc(F)cc3)CC2)CC1	-2.7
CCn1ccnc1CNC(=O)c1cc(COc2ccc(F)cc2F)on1	0.2
O=C1OCCN/C1=C\C(=O)c1ccc(Cl)cc1	1.4
COc1ccc(Cl)cc1NC(=O)CN(C)C(C)C(=O)NCC1CCCCC1 (stereo not drawn)	-0.8
O=C(NC1CCCC1)c1nc2c(nnn2Cc2cccc(Cl)c2)c(=O)[nH]1	0.2
O=C(Nc1ccc(F)cc1)c1ccccc1	-1.2

Going on with the list.
Compound	TTR transcr act
Cc1ccc2[nH]c3c(c2c1)CC/C(=C/c1ccccc1)C3=O	-2.0
COC(=O)CC1C(=O)NCCN1C(=O)c1cc([N+](=O)[O-])ccc1Cl (stereo not drawn)	1.5
O=C(NC1CCCCC1)c1n[nH]c2c1CCCCC2	0.0
O=C(COC(=O)c1ccc2ccccc2n1)Nc1ccccc1Br	0.9
CC1=NN(C(C#N)c2ccc(F)cc2)C(c2ccccc2)C1 (stereo not drawn)	0.3
COc1ccc(CCc2ccc3ccccc3n2)cc1	-1.0
CCCC1=C/C(=C/c2ccc(-c3ccccc3OC)o2)C(=O)O1	-1.1
CCOc1cc(C2NC(=O)N(C)C(C)=C2[N+](=O)[O-])ccc1OC(C)=O (stereo not drawn)	1.3
COc1ccc(OCC(=O)Nc2cc(S(=O)(=O)N3CCCC3)ccc2OCC(F)(F)F)cc1	-1.2
COc1ccc(-n2nnnc2SCC(=O)Nc2c(C)n[nH]c2C)cc1	0.7
CC(C)CCNC(=O)COC(=O)c1cc(Br)c(Br)s1	-0.1
Cc1cccc(C)c1NC(=O)C1C2C=CC(C2)C1C(=O)NCc1ccccn1 (stereo not drawn)	-0.5

Further entries:
Compound	TTR transcr act
O=C(NCc1cccs1)NC1CCCCC1	0.9
O=C(Nc1ccc(F)cc1F)c1c(C(F)(F)F)ccnc1Oc1ccccc1	1.5
Cc1cc(OCc2nc3ccccc3s2)ccc1N	0.9
COC(=O)c1[nH]c2ccc(C)cc2c1NC(=O)CCN1CCN(Cc2ccc3c(c2)OCO3)CC1	-2.3
CCN(CC)C(=O)CSc1nc(N)c(-c2ccccc2)c(=O)[nH]1	-0.9
COc1ccc(N2CCN(C(CNC(=O)C(=O)NCCC3=CCCCC3)c3ccco3)CC2)cc1 (stereo not drawn)	6.3
COc1ccc(S(=O)(=O)N2CCN(CC(=O)Nc3cc(OC)cc(OC)c3)CC2)cc1	1.6
Cc1ccc(CNC(=O)CCc2cn(C)c3ccccc23)cc1	0.9
Cn1nc(-c2ccccc2F)c2cc(C(=O)Nc3ccc4c(c3)OCCO4)sc21	-1.2
Cc1ccc(-c2cc(C(=O)Nc3cnn(C(C)C)c3)no2)cc1	-3.1
O=C(OCCN(C1=NS(=O)(=O)c2ccccc21)c1ccccc1Cl)c1ccc(Cl)cc1	-0.1
O=S(=O)(c1ccccc1F)N1CCN(CCc2ccccc2)CC1	0.8

(continued)
Compound	TTR transcr act
O=C(CNC(=O)c1cccc(F)c1)N/N=C/c1cc(Br)ccc1OCc1ccccc1	-1.2
CCC(C)NS(=O)(=O)c1ccc(NC(=O)C2CCCO2)cc1 (stereo not drawn)	3.4
CN(C)CCCNCCCNC(=O)/C=N/O	3.2
COCCn1c(-c2ccc(C#N)cc2)nc2c1c(=O)[nH]c(=O)n2Cc1ccccc1	2.4
COc1ccc(-c2oc3ncnc(NCCCN4CCOCC4)c3c2-c2ccc(OC)cc2)cc1	-1.1
Cc1cc(C(=O)Nc2ccccc2C(=O)N2CCCCC2)ccc1[N+](=O)[O-]	-0.6
COc1ccc(CCNC(=O)C(C)c2ccc([N+](=O)[O-])cc2)cc1 (stereo not drawn)	1.0
COc1ccc(C(=O)Nc2ccc(S(=O)(=O)Nc3onc(C)c3C)cc2)cc1OC	-2.7
CCn1c(CNC(=O)c2ccco2)nnc1SCC(=O)c1ccccc1	0.1
COc1ccc(C(=O)N(C)C2CCCCC2)cc1S(=O)(=O)N1CCOCC1	-1.8
COc1cccc(C2=NOC(C(=O)Nc3cccc(C(C)=O)c3)C2)c1OC (stereo not drawn)	-1.1
CC(SCc1nc2sc3c(c2c(=O)[nH]1)CCCC3)C(=O)Nc1ccccn1 (stereo not drawn)	-1.0

(listing goes on)
Compound	TTR transcr act
CC(=O)c1sc(NC(=O)COc2ccc(Cl)cc2C)nc1C	0.0
CCN(C(=O)Cc1ccc(NC2=NC3CS(=O)(=O)CC3S2)cc1)c1ccccc1 (stereo not drawn)	2.5
O=C(c1cc2ccccc2o1)N1CCN(S(=O)(=O)c2ccc(F)c(F)c2F)CC1	1.1
c1ccc(-c2csc(-c3ccncc3)n2)cc1	0.9
Nc1nc(CSC(=S)N2CCCCC2)nc(Nc2ccccc2)n1	0.8
OCC(CO)(CO)NC(=S)Nc1cc(Cl)cc(Cl)c1	1.0
CCCCSc1cc(=O)n(-c2ccccc2)nc1C(=O)OCC	10*
CCC(=O)Nc1nnc(S(=O)(=O)N2CCCC2)s1	-0.5
COc1ccc(C2C(C(C)=O)=C(O)C(=O)N2c2ccc(Br)cc2)cc1 (stereo not drawn)	-1.2
COc1ccccc1-c1cc(C(F)(F)F)nc(S(=O)(=O)CCCC(=O)Nc2cccnc2Cl)n1	-5.6
Cc1ccccc1OCC(=O)N/N=C/c1cccn1C	3.0
COc1ccc(NC(=O)CSc2nnc3ccc(-c4ccncc4)nn23)cc1OC	3.6

Next part.
Compound	TTR transcr act
Cc1nn(C)c2ncc(C(=O)c3cc(F)ccc3O)cc12	0.5
O=C(CN1CCN(c2ccccn2)CC1)Nc1cccc(S(=O)(=O)N2CCCC2)c1	-1.7
Cc1cc(C(=O)CN2C(=O)NC3(CCCc4sccc43)C2=O)c(C)n1-c1ccc(Cl)cc1 (stereo not drawn)	-3.5
CC(C)[C@H](NC(=O)c1ccc(F)cc1)C(=O)OCC(=O)NC(=O)c1cccn1C	5.5
O=C(c1ccc(Cl)cc1)N1CCC(O)(CSc2ccc(Cl)cc2Cl)CC1	-5.3
S=C(NCCc1ccccc1)NCC1CCCO1 (stereo not drawn)	-0.4
CCOc1cc(/C=C2\SC(=S)N(C(C(=O)O)c3ccccc3)C2=O)ccc1O (stereo not drawn)	-0.5
COC(=O)c1ccc(COc2ccc(/C=N/O)cc2)o1	2.4
CCCCC(=O)N(C)c1c(CC)nc2c(OCc3ccc(C(F)(F)F)cc3)cccn12	-1.6
COc1c(C)cc(Br)cc1C(=O)Nc1cccc(-c2nc3ncccc3o2)c1	-1.6
Cc1cc(C)nc(N2CCC(C(=O)NCc3ccco3)CC2)n1	1.7
COc1ccc(CCNC2CC(=O)N(C3CCCCC3)C2=O)cc1OC (stereo not drawn)	4.5

Following part:
canonical_smiles,TTR transcr act
CCN1CCN(C(=O)c2cc(COc3c(C)cccc3C)on2)CC1,-0.8
CS(=O)(=O)N(CC(=O)Nc1ccccc1C(=O)N1CCOCC1)c1ccc(Cl)cc1,-0.8
Cc1cc(NC(=O)c2cc(C(C)C)on2)no1,0.5
COc1ccc(CN(CC2CCCO2)C(=O)c2cc3ccccc3oc2=O)cc1 (stereo not drawn),0.5
COC(=O)[C@@H]1N=C(c2ccc(OC)cc2)O[C@]12C(=O)N(Cc1cn(Cc3ccccc3)nn1)c1cccc(Cl)c12,-0.2
COCCCn1c2nc3ccccc3nc2c2c(=O)n(CC3CCCO3)cnc21 (stereo not drawn),0.6
Cc1ccccc1C(=O)NC1CCCCN(Cc2ccc(Cl)cc2)C1=O (stereo not drawn),0.9
CS(=O)(=O)c1nc(S(=O)(=O)c2ccc(Cl)cc2)c(N2CCCCCC2)s1,0.7
Cc1oc2nc(SCC(=O)N3CCCCC3)nc(N)c2c1C,0.8
Cc1nn(Cc2ccccc2Cl)c(Cl)c1C(=O)NCCc1ccccc1,-2.1
CC1CC(C)CN(S(=O)(=O)c2ccc(C(=O)N3CC(C)OC(C)C3)cc2)C1 (stereo not drawn),-0.2
Cn1ncc(C(N)=O)c1NC(=S)NC(=O)c1ccc(Br)o1,-1.0
CCn1cc(CN2CCCC(C(=O)Nc3ccc(-c4nc5ccccc5[nH]4)cc3)C2)c(C)n1 (stereo not drawn),-0.8
COc1cc(/C=N/NC(=O)Cc2ccc(Br)cc2)cc(OC)c1O,-1.4
CC(CC(C)C(=O)N1CCOCCN(C(=O)C(C)CC(C)C(=O)O)CCOCC1)C(=O)O (stereo not drawn),2.8
CS(=O)(=O)N(CCC(=O)O)Cc1ccccc1,-0.7
O=C(CC1C(=O)NCCN1Cc1c(F)cccc1Cl)NCCc1ccccn1 (stereo not drawn),5.6
CCCC(=O)NNC(=O)c1ccoc1C,17*
CSc1nc(NS(=O)(=O)c2cc(Br)ccc2Br)cc(=O)[nH]1,-1.1
CCOC(=O)Nc1cc(NC(=O)OCC)ncn1,0.1
COc1ccc(CN(C)CC(=O)N(C)CC(=O)Nc2ccccc2Br)cc1F,-0.9
CCOc1ccc(-n2c(C)cc(/C=C3/C(=N)N4C(=NC3=O)SN=C4S(C)(=O)=O)c2C)cc1,2.2
Cc1cc(OC(=O)c2ccc(Cl)cc2Cl)c([N+](=O)[O-])c(=O)[nH]1,-1.4
Cc1ccc(/C=C/C(=O)Nc2sc(C)c(C)c2C(=O)OC(C)C)o1,-1.1
COc1ccc(C(=O)N(Cc2nc(-c3ccc(C)cc3)no2)C(C)C)cc1OC,-0.6
CCOC(=O)c1c(C)[nH]c(C(=O)COC(=O)c2[nH]c(C)c(C(C)=O)c2C)c1C,-1.0
COC(=O)COc1ccc(C2NC(=O)NC(C)=C2C(=O)NCc2ccccc2)cc1OC (stereo not drawn),0.4
C(CCCN1CCCCC1)CCN1CCCCC1,0.7
Cc1ccc(CN2C(=O)C(CC(C)C)Nc3ncnc(N4CCN(c5ccccc5)CC4)c32)cc1 (stereo not drawn),-2.5
COc1ccc(CN2C(=O)CCC2(C)c2nnnn2-c2ccc3c(c2)OCCO3)cc1 (stereo not drawn),2.6

For convenience, part of the list above:
canonical_smiles,TTR transcr act
CCN1CCN(C(=O)c2cc(COc3c(C)cccc3C)on2)CC1,-0.8
CS(=O)(=O)N(CC(=O)Nc1ccccc1C(=O)N1CCOCC1)c1ccc(Cl)cc1,-0.8
Cc1cc(NC(=O)c2cc(C(C)C)on2)no1,0.5

Continuation.
canonical_smiles,TTR transcr act
CCCCNC(=O)COC(=O)c1cc(S(=O)(=O)N2CCCCCC2)ccc1OC,0.8
Cc1nc(N)[nH]c(=O)c1CCCNc1ccc(CCC2(CCl)OCCO2)cc1,-1.1
COc1ccc(S(=O)(=O)n2nc(-n3c(C)ccc3C)c3c(F)cccc32)cc1OC,0.8
COC(=O)/C(=N/Nc1ccccc1OC)N1CCCc2ccccc21,3.6
COc1ccc(Oc2nccc(OC)c2C#N)cc1,3.1
CCOc1cc(/C=C2\SC(=Nc3ccccc3)N(c3ccccc3)C2=O)ccc1OCC(=O)O,-1.5
Cn1c(SCCS(=O)(=O)c2ccc(Cl)cc2)nnc1-c1ccccc1,-2.6
Cc1cc(C)nc(-n2nc(C)c3c(C(F)(F)F)cc(=O)[nH]c32)n1,-1.7
Fc1ccc(Nc2nc(N3CCOCC3)nc(N3CCOCC3)n2)cc1Cl,0.3
CCc1ccccc1Nc1nc2ccccc2[nH]1,-0.8
FC(F)(F)c1nnc2c(Sc3ccccn3)nc3ccccc3n12,-1.4
O=C(O)c1c2c(nc3ccc(S(=O)(=O)N4CCC(C(=O)NC5CCCC5)CC4)cc13)CCCCC2,-0.2
O=c1oc2c(CN3CCOCC3)c(O)ccc2c2ccccc12,-0.9
C/C(CCc1ccc2c(c1)OCO2)=N\N=C1\NC(=O)CC(C(=O)Nc2ccccc2F)S1 (stereo not drawn),7.8
O=C1[C@H](Oc2ccccc2)[C@@H](c2ccncc2)N1c1ccncc1,-1.5
CN(C)CCn1c(=N)n(CC(O)c2ccc(Cl)c(Cl)c2)c2ccccc21 (stereo not drawn),-1.2
O=C(Nc1cc(Cl)ccc1N1CCOCC1)c1ccc2c(c1)OCCO2,0.2
O=C(CN1CCN(c2nc(-c3ccc(Cl)cc3)cs2)CC1)NCc1ccco1,-1.4
COc1ccc(S(=O)(=O)N2CCN(S(=O)(=O)c3ccc4c(c3)OCCO4)CC2)cc1C,-2.4
Cc1ccn2c(=O)nc(SCC(=O)NCc3ccc4c(c3)OCO4)nc2c1,-0.6
Cc1cc2cc(CCNC(=O)CC(C)(C)C)c(=O)[nH]c2cc1C,1.8

Not all compounds are listed; the hit share may differ from the screen's.
